FLuc counter: firefly luciferase modulation, counter-screen for miR-21 project; P08659; purified FLuc, Km substrates, luminescence inhibition; Potency, µM (series often up to 57.5 µM), inactives show at the top dose activity change, negative = inhibition, most hits filed as inhibitors; hit rate 6.9% among 360,000;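 note: potency is the fitted concentration of half-maximal effect; plate controls were vehicle for no effect and reference inhibitor for full effect; nearly all actives have a fitted effect of over 55% in size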
Target sequence (P08659 whole entry, looked up): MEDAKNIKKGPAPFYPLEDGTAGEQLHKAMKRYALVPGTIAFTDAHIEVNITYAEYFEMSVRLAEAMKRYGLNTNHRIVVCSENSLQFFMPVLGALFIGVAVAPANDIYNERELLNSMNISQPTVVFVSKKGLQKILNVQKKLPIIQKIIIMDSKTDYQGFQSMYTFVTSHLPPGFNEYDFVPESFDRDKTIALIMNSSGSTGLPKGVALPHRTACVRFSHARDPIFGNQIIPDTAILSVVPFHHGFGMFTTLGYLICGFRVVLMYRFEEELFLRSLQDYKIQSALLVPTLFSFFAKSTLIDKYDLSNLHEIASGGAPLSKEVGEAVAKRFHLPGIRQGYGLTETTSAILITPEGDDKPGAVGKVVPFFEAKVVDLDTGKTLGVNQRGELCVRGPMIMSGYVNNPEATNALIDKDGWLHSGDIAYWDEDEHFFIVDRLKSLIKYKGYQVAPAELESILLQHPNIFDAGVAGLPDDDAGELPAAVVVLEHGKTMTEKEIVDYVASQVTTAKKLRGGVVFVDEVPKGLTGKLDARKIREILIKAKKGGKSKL
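Biochemical qHTS of compounds, final roughly 60 µM downward over six points, against 10 nM purified firefly luciferase using Km concentrations of substrates (10 uM D-luciferin, 10 uM ATP) in Tris acetate pH 7.5 buffer; luminescence output.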
ELG1 genotox: inducers of genotoxicity in HEK293T ELG1-luciferase cells; hit rate 1.3% among 330,000; Potency, µM (titrated, usually from 46 µM), without a hit: at the top dose activity change, positive = activation, usual class: activators; HEK293T ELG1-luciferase reporter, luminescence, 16 h; note: potency is the fitted concentration of half-maximal effect; % of control where 0% means no effect; nearly all actives have a fitted effect of over 60% in size
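Step 1: seed 2,000 HEK293T ELG1-luciferase cells per well. Step 2: add compound or DMSO, incubate 16 hr at 37 °C. Step 3: ONE-Glo, 30 min at room temperature, read luminescence.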
BRCA1 expr up: activators of BRCA1 expression; MCF7-BRCA1-FFLuc reporter, luminescence, 48 h; response scale: scaled: vehicle 0%, 10 µM genistein 100%; AID 624202; Potency, µM (highest dose often 46.1 µM), without a hit: at the highest dose activation, usual class: activators; hit rate 1.1% among 380,000; note: potency is the fitted concentration of half-maximal effect; nearly all actives have a fitted effect of over 80% in size; some results filed as inactive show a strong effect at the top dose
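Using MCF7 cells harboring a BRCA1 firefly luciferase reporter, plated 2 h before compound pinning, the screen measured luminescence after 48 h incubation. Responses were normalized to DMSO and 10 microM genistein, then fitted for concentration-effect.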
RORg inh: blocks mouse ROR gamma transcriptional activity. AID 2551. Potency, µM (doses to about 53.6 µM), inactives show top-dose activity change, negative = inhibition, most hits filed as inhibitors. hit rate 5.4% among 310,000. Drosophila S2 Gal4-RORgamma UAS-luciferase reporter, 20 h. P51450; note: potency is the fitted concentration of half-maximal effect; % is set by controls: 0 for no effect and ±100 for the full control effect; nearly all actives have a fitted effect of over 60% in size
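Using a luciferase readout, inhibitors were identified by reduced reporter activity in Drosophila cells coexpressing a copper-inducible Gal4–ROR gamma fusion and UAS-driven Photinus luciferase, incubated 20 hr after 700 uM copper sulfate.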
Menin MLL FP TR: displaces Texas Red mutant MLL peptide from human menin | O00255 | Menin + Texas Red MLL mutant peptide, fluorescence polarization | Potency, µM (titrated, usually from 61.6 µM), for inactives: top-dose FP activity change, negative = inhibition, actives largely listed as inhibitors | hit rate 0.23% among 270,000 | AID 1768; active = well fitted inhibition curve with a large enough effect in the polarisation, with a control signal flat, not every such curve was filed as active; inconclusive = small, poorly fitted or top-dose-only effect, or effect the other way, or a change in a side signal; inactive = no such curve, though single readings can be large or run the other way; the % refers to the polarisation; note: potency is the fitted concentration of half-maximal effect; % of control where 0% means no effect; many of its hits are not listed in these tables
Rab9 prom act: Rab9 promoter activation; Potency, µM (doses to about 9.22 µM), for inactives: at the top dose activation, negative = inhibition, actives largely listed as activators; Huh7 Rab9 promoter-luciferase reporter, luminescence, 24 h; hit rate 2.8% among 320,000; note: potency is the fitted concentration of half-maximal effect; % of control where 0% means no effect; nearly all actives have a fitted effect of over 60% in size
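Luciferase signal after 10 min detection reagent at ambient indicates Rab9 promoter upregulation; stably transfected Huh7 cells were treated 24 h with compound in DMSO at 37 °C, 5% CO2.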
PKM2 activator: increases activity of human pyruvate kinase M2; AID 1631; P14618; purified PKM2, Kinase-Glo ATP luminescence, activation; response scale: 0% is enzyme alone, no compound; hit rate 0.34% among 260,000; Potency, µM (top dose mostly 57.5 µM), for the others: at the top dose activation, actives largely listed as activators; note: potency is the fitted concentration of half-maximal effect; % is set by controls: 0 for no effect and ±100 for the full control effect; nearly all actives have a fitted effect of over 55% in size
Target sequence (P14618 whole entry, looked up): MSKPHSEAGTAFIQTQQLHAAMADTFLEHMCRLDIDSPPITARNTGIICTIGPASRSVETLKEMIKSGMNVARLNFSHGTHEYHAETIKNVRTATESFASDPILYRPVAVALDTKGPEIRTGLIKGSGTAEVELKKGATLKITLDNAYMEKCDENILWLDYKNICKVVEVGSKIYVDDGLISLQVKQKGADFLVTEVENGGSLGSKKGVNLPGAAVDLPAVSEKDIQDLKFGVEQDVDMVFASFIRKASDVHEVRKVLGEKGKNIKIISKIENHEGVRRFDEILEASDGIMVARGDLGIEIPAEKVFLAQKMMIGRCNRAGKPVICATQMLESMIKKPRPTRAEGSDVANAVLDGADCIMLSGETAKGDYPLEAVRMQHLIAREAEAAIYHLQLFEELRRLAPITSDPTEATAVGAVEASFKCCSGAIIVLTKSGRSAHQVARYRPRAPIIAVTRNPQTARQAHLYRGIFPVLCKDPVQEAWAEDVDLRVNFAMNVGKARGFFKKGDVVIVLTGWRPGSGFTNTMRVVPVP
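Purified hPK-M2 (>95% pure) converted ADP (0.1 mM final) to ATP with 0.5 mM PEP in 50 mM imidazole pH7.2, KCl, MgCl2, Tween 20, BSA; 1 h at room temperature. ATP detected by Kinase-Glo luminescence.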
NPC1 promoter act: activators of NPC1 promoter | Huh7 NPC1 promoter luciferase reporter, 24 h | Potency, µM (doses to about 9.22 µM), inactives show at the top dose activation, hits mostly activators | hit rate 2.4% among 320,000;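 note: potency is the fitted concentration of half-maximal effect; % of control where 0% means no effect; nearly all actives have a fitted effect of over 60% in size; reporter is driven by a mutant NPC1 promoter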
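Huh7 reporter cells (NPC1 promoter driving luciferase) are dosed with compound for 24 h at 37 °C, 5% CO2; luciferase detection reagent is then added and luminescence measured after 10 min at ambient temperature.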
VP16 counter: counter-screen for ROR gamma inhibitors: Gal4-VP16 reporter; Drosophila S2 Gal4-VP16 UAS-luciferase, luminescence, 20 h; AID 2546; hit rate 3.5% among 310,000; Potency, µM (titrated, usually from 53.6 µM), for inactives: top-dose activity, negative = inhibition, most hits filed as inhibitors;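 note: Gal4-VP16 expression switched on by copper sulfate through the metallothionein promoter; potency is the fitted concentration of half-maximal effect; % is set by controls: 0 for no effect and ±100 for the full control effect; nearly all actives have a fitted effect of over 50% in size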
Giardia killer: Giardia lamblia killing. Giardia lamblia trophozoite viability. activity change, % at 7.66 µM, hits read low. hit rate 0.15% among 340,000. AID 540267; in the data active = activity change below about -80%; inconclusive = between about -30% and that limit;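 note: parasites exposed to compound for two days anaerobically before the ATP read; % is set by controls: 0 for no effect and ±100 for the full control effect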
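Viability, read as ATP luminescence: trophozoites at 100 cells/well, compound added, 48 hrs anaerobic at 37 deg C, then 15-30 min room-temperature development before reading.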
p53 reactivation: restores transcriptional activity of mutant p53. hit rate 0.063% among 320,000. Potency, µM (series often up to 92.2 µM), for the others: top-dose activity change, positive = activation, hits mostly activators. H1299 p53-A138V BP100-luciferase reporter, luminescence, 24 h; note: potency is the fitted concentration of half-maximal effect; % of control where 0% means no effect; nearly all actives have a fitted effect of over 45% in size
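H1299 (p53-null), stable ts p53-A138V + BP100-Luc; 1000 cells/well, Opti-MEM/10% FBS; cpd 4 pt, 1:5; 24 h, 37 deg C, 5% CO2; detection reagent 10 min RT; luminescence.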
Numbers without * were called inactive; ? = inconclusive; nt = no result given; [ ] = dose if it differs, or a comment. Unless noted, calls come from the whole dose curve; as a rule, active = well fitted curve in the direction sought with a large enough effect; inconclusive = small, poorly fitted or top-dose-only effect, or another doubt; inactive = no such curve, though single readings can be large; an effect the other way counts as inactive or inconclusive. This is a subset; rates above refer to the full screens.

SMILES	FLuc counter	ELG1 genotox	BRCA1 expr up	RORg inh	Menin MLL FP TR	Rab9 prom act	PKM2 activator	NPC1 promoter act	VP16 counter	Giardia killer	p53 reactivation
Cc1ccc(S(=O)(=O)N(CC(=O)N2CCc3ccccc3C2)c2cccc(Cl)c2)cc1	2.8%	-3.0%	-55.9%	1.9%	-11.7%	-2.6%	-2.9%	0.9%	3.3%	-10.9	-9.4%
CC(=O)Nc1ccc(S(=O)(=O)N2CCC(c3nc4ccc(C)cc4[nH]3)CC2)cc1	3.3%	-0.1%	-29.0%	-3.1%	-1.5%	-1.3%	-1.4%	-0.5%	-3.4%	20.1	2.2%
CN1CCC(OC(=O)Cc2ccc(Cl)cc2)CC1	-0.9%	0.0%	-3.0%	-2.9%	12.1%	-1.9%	1.2%	-5.9%	3.5%	-1.7	2.2%
CCC(C)(C)c1nnc(NC(=O)C2CC(=O)N(CCc3ccc(F)cc3)C2)s1 (centres undefined)	-1.2%	-0.9%	-20.7%	2.9%	-6.6%	7.2%	-4.2%	-5.7%	-5.2%	-10.8	0.2%
CC1CCC2(CC1)NC(=O)N(CC(=O)c1cn(CCC#N)c3ccccc13)C2=O (centres undefined)	3.2%	-0.3%	0.3%	9.6%	nt	-3.2%	6.9%	0.8%	-16.5%	0.5	-3.8%
Cn1c(=O)c2c(SCC(=O)N3CCOCC3)nc(C3CC3)nc2n(C)c1=O	0.6%	-14.9%	-4.3%	44.1%	-18.1%	-0.7%	-1.1%	0.7%	0.9%	32.3[activator]	0.1%
CCn1cc(C(=O)Nc2ccccc2)c(=O)c2ccc(C)nc21	-2.6%	2.9%	nt	2.0%	-29.4%	-1.8%	-3.7%	1.3%	-3.5%	nt	2.4%
COc1ccc(C)cc1NC(=S)N1CCN(c2ccccn2)CC1	-19.7%	-2.5%	-13.4%	?	3.8%	12.8%	-7.0%	6.8%	?	7.3	0.1%
CC(=O)C1=C(O)C(=O)N(c2ccc(Br)cn2)C1c1ccccc1[N+](=O)[O-] (centres undefined)	-0.1%	1.3%	-24.0%	?	?	-3.7%	nt	1.2%	-5.1%	-2.6	-0.9%
COc1ccc(CC(=O)Nc2ccc(N3CCOCC3)cc2)cc1S(=O)(=O)N1CCOCC1	-4.7%	1.4%	2.3%	-14.1%	nt	-0.1%	-9.6%	4.1%	-2.3%	6.6	4.3%
CCSCc1nc(N)nc(NCCc2ccccc2)n1	-17.3%	14.9%	54.5%	-4.9%	11.2%	5.8%	-4.1%	3.3%	20.7%	9.2	nt
N#Cc1cc(-c2ccccc2)oc1NC(=O)c1ccccc1	?	nt	-25.9%	36.9%	?	nt	0.5%	nt	-5.8%	-15.9	nt
Cc1cc(C)c(C)c(S(=O)(=O)N2CCN(C)CC2)c1C	-2.8%	-6.4%	1.7%	7.5%	?	-0.3%	0.1%	-1.6%	6.2%[10 µM]	-8.8	-3.7%
COc1cccc(NC(=O)Cc2ccccc2)c1	-19.2%	11.5%	78.0%	?	-7.2%	1.8%	7.4%	10.8%	8.6%	0.8	1.7%
CCn1c(SCC(=O)Nc2ccc(Cl)cc2)nnc1C1CC1	-19.0%	2.2%	4.0%	30.8%	1.0%	-3.0%	0.6%	-2.0%	6.8%	24.1	14.6%
N#CCCn1cc(/C=N/O)c(-c2ccc(-c3ccccc3)cc2)n1	3.3%	-2.7%	-52.1%	8.9%	25.8%	5.2%	0.5%	0.9%	3.9%	-3.7	-0.3%
O=C(NC(NC1CCS(=O)(=O)C1)C(=O)c1ccccc1)c1ccc(Cl)cc1 (centres undefined)	-7.8%	0.4%	7.4%	21.3%	-11.5%	6.7%	24.7%	1.4%	-13.8%	3.5	-0.4%
CN(C(=O)CN1C(=O)c2ccccc2S1(=O)=O)c1ccccc1C(=O)O	0.7%	-0.2%	0.9%	-0.6%	10.8%	-7.8%	-0.7%	-4.6%	5.8%	-0.9	4.7%
S=C(c1ccc2c(c1)OCO2)N1CCCC1	5.2%	0.3%	26.4%	12.9%	-3.3%	-5.1%	-1.0%	-5.4%	-4.5%	7.9	-13.6%
CN1CN(C)c2cccc3cccc1c23	-1.2%	-8.4%	-12.0%	-42.6%	-15.3%	-4.1%	7.6%	-2.3%	-7.1%	-6.1	-2.4%
C#CCOCCOCCOCCNc1nc(N2CCN(C(=O)[C@H](CCC(=O)O)n3cc(C(N)CC(C)C)nn3)CC2)nc(N2CCN(C(=O)[C@H](Cc3ccc(O)cc3)n3cc(C(N)[C@H](C)CC)nn3)CC2)n1 (some centres undefined)	-0.5%	0.9%	nt	-18.4%	-18.2%	1.4%	0.4%	-0.1%	-2.6%	nt	1.2%
O=C(CSc1nc(Nc2ccccc2)nc(N2CCOCC2)n1)Nc1ccc(Br)cc1F	-1.3%	10.0%	-24.9%	-8.1%	nt	-3.2%	4.2%	1.1%	1.8%	11.8	-5.6%
Cn1c(N)c(C(=O)COC(=O)COc2ccc(Cl)cc2)c(=O)n(C)c1=O	0.7%	-2.6%	-16.5%	nt	nt	-7.7%	nt	-2.4%	nt	-13.8	-11.8%
O=C1C2C3C=CC(CO)(O3)C2C(=O)N1c1ccccc1-c1ccccc1 (centres undefined)	?	-1.2%	5.9%	1.78µM*	4.9%	0.3%	31.6µM*	-5.8%	2.24µM*	26.2	-18.0%
COCCn1nnnc1C(C(C)C)N(Cc1cccnc1)Cc1ccccc1Cl (centres undefined)	3.5%	-0.6%	-18.9%	-1.9%	-16.7%	-8.2%	-10.9%	-3.7%	-3.9%	-5.7	-10.9%
CCn1c(SCC(=O)Nc2nc(-c3ccccc3)cs2)nnc1-c1ccccc1O	?	3.6%	-47.1%	-83.7%	-21.3%	-4.8%	-14.8%	-4.6%	?	-3.8	-4.7%
Cc1nnc(SC(C)C#N)n1-c1ccccc1 (centres undefined)	-2.6%	1.6%	0.0%	-2.6%	17.7%	-0.2%	-1.5%	-3.8%	-12.9%	-19.3	0.2%
COc1cc(/C=C/c2noc(-c3ccccc3O)n2)ccc1OC(C)=O	12µM*	13µM*	?	-30.4%	nt	?	-0.8%	?	3.3%	-19.1	14.8%
S=C(c1ccc(-c2ccc(Cl)c(Cl)c2)o1)N1CCOCC1	2.69µM*	6.51µM*	?	13.1%	?	1.78µM*	?	2.24µM*	9.4%	-13.1	?
CCN1CCN(S(=O)(=O)c2ccc(Cl)c(C(=O)Nc3nnc(C)s3)c2)CC1	0.9%	1.7%	-3.4%	nt	nt	-3.4%	nt	-1.3%	nt	-14.9	0.5%
COc1cc(OC)cc(-c2nc3ccccc3c(=O)o2)c1	?	-4.8%	-7.3%	-9.0%	19.0%	-6.5%	-11.6%	-2.7%	3.1%	6.9	4.7%
CN(C)S(=O)(=O)c1cc(NC(=O)CN2CCN(c3ccccc3)CC2)ccc1Cl	2.4%	-0.4%	-3.5%	20.2%	22.6%	-4.2%	6.7%	-2.4%	-4.5%	-12.4	-0.7%
Cc1ccc(C(=O)C(C)OC(=O)CN2C(=O)NC3(CCCC3)C2=O)cc1C (centres undefined)	9.3%	3.6%	2.5%	nt	nt	0.4%	nt	-5.9%	nt	-13.0	6.0%
COc1ccc([C@@H]2[C@@H]3C(=O)N(C(C)(C)C)C(=O)[C@@H]3[C@]3(Cc4ccccc4)C(=O)N(c4cccc(Br)c4)C(=O)N23)cc1	-1.5%	-1.2%	-7.8%	nt	nt	0.1%	nt	1.8%	nt	5.8	-4.7%
COc1cccc(C2NC(=O)c3ccccc3O2)c1OC (centres undefined)	-2.8%	0.3%	-0.5%	0.3%	-1.1%	8.1%	-0.6%	-1.0%	-0.4%	10.6	9.0%
Cc1ccc(COc2ccc(/C=N/NC(=O)c3nnn(-c4nonc4N)c3COc3ccc(F)cc3)cc2)cc1	3.6%	6.6%	?	?	nt	-1.5%	-0.8%	-4.2%	2.4%	9.3	7.2%
CCOC(=O)C(NC(=O)CC)(Nc1nc2c(s1)CCCC2)C(F)(F)F (centres undefined)	0.8%	-3.7%	-1.5%	24.0%	7.6%	-1.1%	-4.2%	-1.1%	-13.0%	38.1[activator]	-13.7%
CCn1c2ccccc2c2cc(N)ccc21	-10.8%	-0.1%	-40.9%	-5.1%	-0.9%	-2.9%	1.2%	2.2%	-7.5%	4.7	-0.4%
Cc1cccc(-c2nn(-c3ccccc3)cc2C(=O)Nc2cccc(S(=O)(=O)NC3=NCCC3)c2)c1	?	-4.1%	-33.8%	nt	nt	-4.3%	nt	0.2%	nt	14.5	-3.5%

Assay outcomes: PubChem, National Center for Advancing Translational Sciences (NCATS)
